Compound activity deposited in PubChem by National Center for Advancing Translational Sciences (NCATS).
MmCpn inh: M. maripaludis TRiC chaperonin inhibition; 330,000 tested, 0.031% active; Potency, µM (doses to about 76.9 µM), for the others: at the highest dose activity, negative = inhibition, most hits filed as inhibitors; purified Mm-Cpn ATPase, ADP Transcreener TR-FRET; further: potency means the concentration at half of the fitted maximal effect; on the % scale 0 is the no-effect control and ±100 the full control effect; nearly all actives have a fitted effect of over 80% in size
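Compound-treated chaperonin, 25 nM final, turns over 10 uM ATP at 37°C for 30 min following a 10 min preincubation; ADP generated competes with ADP-d2 for Eu-cryptate antibody, lowering FRET.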
EPAC2 antagonist: blocks human EPAC2 exchange factor | Q8WZA2 | EPAC2 GEF exchange of Rap1B-BODIPY-GDP, fluorescence | Potency, µM (doses to about 114 µM), for the others: at the highest dose activity, negative = inhibition, hits mostly inhibitors | 360,000 tested, 0.18% active | AID 720708; further: potency means the concentration at half of the fitted maximal effect; on the % scale 0 is the no-effect control and ±100 the full control effect; nearly all actives have a fitted effect of over 45% in size; many of its hits are not listed in these tables
DRD3 antagonist: blocks the human D3 dopamine receptor; max response, negative = inhibition, %; D3R cells, DiscoveRx beta-arrestin luminescence, antagonist mode; stronger effect = lower value; AID 652054; 360,000 tested, 2.5% active; in the data active means max response below about -50%; inconclusive means no clear call, values can overlap the other calls; further: on the % scale 0 is the no-effect control and ±100 the full control effect; mostly tested at two doses, the higher about 12 µM
Target sequence (P35462 whole entry, looked up): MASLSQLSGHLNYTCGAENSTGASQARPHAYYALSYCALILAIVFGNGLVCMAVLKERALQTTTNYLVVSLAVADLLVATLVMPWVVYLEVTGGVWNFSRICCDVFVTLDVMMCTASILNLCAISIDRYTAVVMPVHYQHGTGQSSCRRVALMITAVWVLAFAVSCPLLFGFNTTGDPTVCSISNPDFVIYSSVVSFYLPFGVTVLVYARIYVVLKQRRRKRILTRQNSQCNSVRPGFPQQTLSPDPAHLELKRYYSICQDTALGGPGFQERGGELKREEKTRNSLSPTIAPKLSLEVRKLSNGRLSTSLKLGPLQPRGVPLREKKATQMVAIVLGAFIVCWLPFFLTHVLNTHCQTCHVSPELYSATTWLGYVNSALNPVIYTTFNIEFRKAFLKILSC
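Cells expressing the human receptor were seeded at 1500 cells/well, incubated overnight at 37 degrees C in 5% CO2, then exposed to library compounds with dopamine controls for 90 minutes at 37 degrees C before luminescent detection.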
CCT modulator: changes cytosolic chaperonin activity. purified chaperonin ATPase assay, HTRF ADP detection, 30 min. 360,000 tested, 0.3% active. activity change, % (concentration not given with the values), hits read low. AID 651819; in the data active means activity change below about -30%; further: on the % scale 0 is the no-effect control and ±100 the full control effect
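We incubate TRiC, 40 or 20 nM final, with library compounds at 76 uM and 10 uM ATP for 30 min at 37 °C. ADP formed is detected with Transcreener HTRF reagents after 30 min at room temperature.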
PTHR1 ag: activates the human parathyroid hormone receptor PTHR1. Q03431. HEK293 GP2 PTHR1 cells, GloSensor cAMP luminescence, 1 h. Potency, µM (highest dose often 115 µM), for inactives: at the top dose activation, usual class: activators. 410,000 tested, 0.075% active. AID 743266; further: potency means the concentration at half of the fitted maximal effect; nearly all actives have a fitted effect of over 55% in size; some results filed as inactive show a strong effect at the top dose; inactives centre near -15; many of its hits are not listed in these tables
Target sequence (Q03431 whole entry, looked up): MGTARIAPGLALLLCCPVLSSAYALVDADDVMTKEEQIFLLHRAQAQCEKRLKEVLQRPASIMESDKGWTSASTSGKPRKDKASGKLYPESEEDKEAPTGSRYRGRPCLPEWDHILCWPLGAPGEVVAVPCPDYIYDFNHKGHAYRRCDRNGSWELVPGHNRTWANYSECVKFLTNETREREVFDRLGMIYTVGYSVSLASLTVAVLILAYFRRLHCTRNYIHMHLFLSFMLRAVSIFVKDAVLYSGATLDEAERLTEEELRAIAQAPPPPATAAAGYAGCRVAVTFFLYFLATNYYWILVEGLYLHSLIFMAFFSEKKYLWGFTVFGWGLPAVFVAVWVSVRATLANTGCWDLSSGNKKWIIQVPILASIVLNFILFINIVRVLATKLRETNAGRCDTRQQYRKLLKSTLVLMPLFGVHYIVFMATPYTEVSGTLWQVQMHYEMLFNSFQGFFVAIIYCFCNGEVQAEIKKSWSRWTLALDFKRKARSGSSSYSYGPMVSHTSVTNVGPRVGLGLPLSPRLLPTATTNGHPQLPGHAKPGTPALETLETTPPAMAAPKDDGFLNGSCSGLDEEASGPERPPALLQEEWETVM
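HEK-293-derived GP2 cells expressing PTHR1 and a GloSensor cAMP reporter, 3,000/well, plated overnight, given luciferin plus IBMX (each 0.5 mM as added) for 1 h at 37 °C, then compound for 1 h at 37 °C. Luminescence was read after 15 min at room temperature.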
EPAC2 ag: activates human EPAC2 exchange factor. Q8WZA2. EPAC2 activation, biochemical qHTS; response scale: 100% = 6.5 mM cAMP response. Potency, µM (series often up to 154 µM), for inactives: at the highest dose activation, hits mostly activators. 360,000 tested, 0.079% active; further: potency means the concentration at half of the fitted maximal effect; nearly all actives have a fitted effect of over 50% in size
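Compounds were added across a concentration range to EPAC2 (100 nM), RAP1B-BODIPY-GDP (250 nM) and GDP (50 uM). After 5 min at room temperature, fluorescence was recorded at 5-min intervals for 30 min.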
Akt phos inh: Akt phosphorylation inhibition; Neuro2A IGF-stimulated pAkt S473 HTRF, 20 min; stronger effect = lower value; activity change, % for hits at 50 µM; 360,000 tested, 0.32% active; in the data active means activity change below about -80%; inconclusive means mostly about -51% to -80%; further: on the % scale 0 is the no-effect control and ±100 the full control effect
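Neuro2A cells (4,500/well, DMEM with 0.5% FBS) were treated with compound at a single 50 µM final concentration, stimulated with 6 nM IGF for 20 min at 37 °C, and lysed. Phospho-Akt Ser473 was read by HTRF as 665/615 ratio ×10^4.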
DRD3 agonist: agonists of human D3 dopamine receptor | max activation, % | D3R DiscoveRx beta-arrestin cells, luminescence, 90 min | P35462 | AID 652048 | 410,000 tested, 0.58% active; in the data active means max activation above about 30%; further: 0% is about no effect; mostly tested at two doses, the higher about 12 µM
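Cells at 1500/well, incubated overnight, then treated with pinned compounds (dopamine as control) for 90 min at 37 degrees C. DiscoveRx reagent added for 30 - 60 minutes at room temperature; luminescence read.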
Active calls of the source: *; i = inactive; ? = inconclusive; . = not tested or not shown; [ ] = dose if it differs, or a comment. Unless noted, the call rests on the fitted dose curve; in most records, active means well fitted curve in the direction sought with a large enough effect; inconclusive means small, poorly fitted or top-dose-only effect, or another doubt; inactive means no such curve, though single readings can be large; an effect the other way counts as inactive or inconclusive.

SMILES | MmCpn inh | EPAC2 antagonist | DRD3 antagonist | CCT modulator | PTHR1 ag | EPAC2 ag | Akt phos inh | DRD3 agonist
O=C(C[N+]1(CC#Cc2ccccc2)CCCCC1)c1ccccc1 | -1% | 0% | -9 | 1.7 | -56% | 2% | i | -5
Cc1ccccc1C(=O)Nc1ccccc1NC(=O)c1ccccc1C | 0% | 1% | -18 | 0.5 | -1% | 15% | i | -5
COc1ccccc1C(=O)COC(=O)CSCC(=O)Nc1cc(C)on1 | -13% | 11% | 16 | -1.7 | -30%[inhibitor] | 3% | i | 3
COc1cccc(CN(C)C(=O)c2cc(S(=O)(=O)NC3CCCCC3)ccc2C)c1OC | 1% | 1% | 10 | -1.0 | -3% | 7% | i | 0
CCc1cc2cc(C)cc(C)c2nc1Cl | 2% | -17% | 11 | -4.2 | -17% | -2% | i | 5
Cc1cc(C)cc(NC(=O)CN2CCN(c3ccccn3)CC2)c1 | -1% | -4% | -21 | -1.9 | -2% | 9% | i | -17
Cc1ccc(C(=O)COC(=O)c2cccc(N3C(=O)c4c(C)nc5ccccc5c4C3=O)c2)cc1C | 2% | -3% | 16 | 1.5 | -18% | -3% | i | 40*
CC(=O)Nc1ccc(Oc2ccc3nc(C)[nH]c3c2)cc1 | 1% | 29% | ? | -1.9 | -4% | 10% | i | 5
O=C(COC(=O)CNS(=O)(=O)c1ccccc1)Nc1ncc(Cl)cc1Cl | 1% | 21% | -13 | -2.8 | 4% | 12% | i | 0
O=C(COC(=O)c1cccc(OC(F)F)c1)NC(=O)NC1CCCCC1 | 2% | -2% | 0 | -0.3 | i | 7% | i | 1
Cc1cc(-c2ccc(C(C)C)c(S(=O)(=O)NCCN3CCC(C)CC3)c2)on1 | 1% | 0% | -18 | -0.5 | i | 6% | . | -7
Cc1cc(C)cc(NC(=O)C(C)N2C(=O)c3ccccc3C2=O)c1 (stereo not drawn) | 2% | 3% | 17 | -4.0 | i | -3% | i | 8
COC(=O)c1c(NC(=O)c2cccs2)sc2c1CCCC2 | -10% | 2% | 5 | -7.7 | -8% | -3% | i | 4
Cc1ccc(C(=O)Nc2c(C(=O)NCc3ccco3)cnn2-c2ccccc2)cc1 | 1% | -2% | -13 | 0.7 | i | 7% | i | -6
CCC(=O)NNc1nc2c(F)cccc2s1 | -2% | -7% | 1 | -1.6 | i | 6% | i | 2
CCc1ccccc1NC(=O)C1CCCN1S(=O)(=O)c1ccc2c(c1)n(C)c(=O)c(=O)n2C (stereo not drawn) | -2% | 4% | 0 | 0.0 | i | 4% | i | 2
COc1cc(Cl)ccc1OC1(C)CCN(Cc2ccccc2OC(F)F)C1 (stereo not drawn) | . | 0% | ? | -0.4 | 2% | 24% | i | -18
COc1cccc(NC(=O)CN(C)C(=O)c2ccc(OCC3CCCO3)cc2)c1 (stereo not drawn) | 3% | -5% | -24 | -2.1 | -5% | -4% | i | -16
COc1cc(/C=C2\CCCc3c2nc2ccccc2c3C(=O)O)cc(OC)c1O | 1% | 8% | 3 | -2.2 | -8% | -3% | i | -3
CCN(CC)c1ccc(C2C(C(=O)OC(C)C)C(=O)CC(C)(O)C2C(=O)OC(C)C)cc1 (stereo not drawn) | -1% | 0% | 25 | -8.2 | -21% | -9% | i | 1
COC(=O)c1cc(=O)c2c(C)nc(C(Cl)(Cl)Cl)nc2[nH]1 | -2% | -24% | -4 | 1.2 | i | ? | i | 2
COC(=O)c1cn(C(=O)c2ccc(C)c(C)c2)c2ccccc12 | -11% | ? | 3 | -0.1 | i | 1% | i | 3
COc1cccc(CC2(CO)CCCN(Cc3cn(C)c4ccccc34)C2)c1 (stereo not drawn) | 1% | -4%[57.1 µM] | 0 | -0.7 | i | 16% | i | -12
CCOc1ccc(-n2c(O)c(/C=N/NC(=O)C3COc4ccccc4O3)c3ccccc3c2=O)cc1 (stereo not drawn) | -2% | 2% | 22 | -0.4 | -21% | -14% | i | 1
CCCCCCCC/C=C\CCCCCCCC(=O)NCCc1ccc(O)c(O)c1 | -2% | -23% | 76 | -15 | -35%[inhibitor] | -16% | i | 211*
CCN(CCn1cccn1)Cc1c(C(=O)N2C[C@@H](C)O[C@@H](C)C2)nc2ccc(Cl)cn12 | 2% | 6% | 11 | 0.3 | -7% | 7% | i | 5
COc1ccc(C2C(C(=O)NCc3ccco3)CCC(=O)N2c2ccc(OC)cc2)cc1 (stereo not drawn) | -1% | -12% | -1 | 1.1 | -19% | 3% | i | -3
CN(Cc1nc(-c2ccncc2)no1)S(=O)(=O)c1ccc(Cl)cc1 | -2% | 1% | ? | -1.0 | -34%[inhibitor] | 6% | i | 1
Cc1ccc2nc(NC(=O)C3CCCN(S(=O)(=O)c4cccc5nsnc45)C3)sc2c1 (stereo not drawn) | -24% | -5% | 3 | 0.1 | i | 3% | i | 6
Cc1c(N=C2SCC(=O)N2c2c(C)n(C)n(-c3ccccc3)c2=O)c(=O)n(-c2ccccc2)n1C | 1% | 3% | 2 | 0.2 | i | 11% | i | 3
CN1CCN(c2ccc([N+](=O)[O-])cc2C(=O)c2ccccc2)CC1 | -1% | -2% | -5 | -0.5 | i | 9% | i | 0
COc1ccccc1-c1nc(SCC(=O)NCc2ccco2)c2c(=O)n(C)c(=O)n(C)c2n1 | 0% | 2% | 36 | -0.7 | -16% | 0% | i | 1
COc1ccc(CC(=O)OCC(=O)Nc2ccc3[nH]c(=O)[nH]c3c2)cc1 | 1% | -16% | 9 | -1.1 | -8% | -4% | i | 6
CC(C)C(=O)Nc1ccc(C(=O)NNC(=O)CCc2ccccc2)cc1 | -2% | -8% | 3 | 2.3 | i | -4% | i | 12
O=C(COc1ncnc2ccccc12)NCCc1ccccc1 | -1% | 3% | -1 | -0.5 | i | 0% | i | 1
CN(C)c1nc(Oc2ccc(C(=O)OCC(=O)Nc3ccccc3)cc2)nc(N(C)C)n1 | 1% | -12% | -3 | -5.6 | -23%[57.5 µM] | 14% | i | 2
Cc1cccc(CSCCNC(=O)COc2ccc(Cl)cc2)c1 | -2% | -19% | 0 | 0.6 | i | 6% | i | 1
CCOC(=O)c1nn(-c2ccccc2C)c(=O)c(C#N)c1C | -1% | -2% | 3 | 1.4 | i | 8% | i | -6
O=C(CN1C(=O)NC2(CCCC2)C1=O)Nc1nc(-c2ccc(F)cc2)cs1 | 1% | -4% | 21 | 0.8 | -18%[57.5 µM] | 0% | i | -1
Cc1nn(C2CCS(=O)(=O)C2)c2nc(C3CC3)cc(C(=O)Nc3ccc(C(N)=O)cc3)c12 (stereo not drawn) | 0% | 0% | 24 | -1.6 | i | 15% | i | 4
CCCNC(=O)NC(C(=O)OC)C12CC3CC(CC(C3)C1)C2 (stereo not drawn) | 1% | -3% | 10 | -4.1 | -16% | -9% | i | -1
CC1CN(C(C)C(=O)NNC(=O)c2ccc(F)cc2)CC(C)O1 (stereo not drawn) | 0% | -2% | 16 | -0.6 | i | 2% | i | 2
CCCC(=O)N(CCN1CCOCC1)c1nc2c(C)cccc2s1 | 2% | -1% | 10 | -2.2 | -8% | 11% | i | 0
CC(=O)Nc1ccc(NC(=O)C2CC(=O)Nc3ncnn32)cc1 (stereo not drawn) | -7% | 7% | 2 | -1.6 | i | 20% | i | 3
COc1ccc(C(=O)N2CCC(NC(=O)C(Cc3ccccc3OC)NC(C)=O)CC2)cc1 (stereo not drawn) | 1% | -2% | -13 | -6.5 | -14% | 4% | i | -28
COc1cccc(NC(=O)c2ccccc2OCc2c(C)noc2C)c1 | 2% | -3% | 1 | -8.8 | -27% | -4% | i | -4
COc1ccc(-c2cc(C(=O)Nc3ccc(OC)cc3OC)no2)cc1 | 0% | 4% | 2 | 0.4 | i | 4% | i | 20
CN(NC(=O)c1ccccc1)c1nc2ccccc2nc1C(F)(F)F | 3% | 6% | 0 | -4.6 | i | -7% | i | -8
CC12CCC(c3c1nc1ccccc1[n+]3[O-])C2(C)C (stereo not drawn) | 2% | 4% | 15 | -1.4 | i | 6% | i | 7
Cc1ccc(-n2nnnc2SCC(=O)N2CCc3ccccc3C2)c(C)c1 | 1% | -3% | 42 | -0.2 | -25% | 17% | i | -13

5 of these compounds in another layout:
| canonical_smiles | MmCpn inh | EPAC2 antagonist | DRD3 antagonist | CCT modulator | PTHR1 ag | EPAC2 ag | Akt phos inh | DRD3 agonist |
| --- | --- | --- | --- | --- | --- | --- | --- | --- |
| CCCC(=O)N(CCN1CCOCC1)c1nc2c(C)cccc2s1 | 2% | -1% | 10 | -2.2 | -8% | 11% | i | 0 |
| CC(=O)Nc1ccc(NC(=O)C2CC(=O)Nc3ncnn32)cc1 (stereo not drawn) | -7% | 7% | 2 | -1.6 | i | 20% | i | 3 |
| COc1ccc(C(=O)N2CCC(NC(=O)C(Cc3ccccc3OC)NC(C)=O)CC2)cc1 (stereo not drawn) | 1% | -2% | -13 | -6.5 | -14% | 4% | i | -28 |
| COc1cccc(NC(=O)c2ccccc2OCc2c(C)noc2C)c1 | 2% | -3% | 1 | -8.8 | -27% | -4% | i | -4 |
| COc1ccc(-c2cc(C(=O)Nc3ccc(OC)cc3OC)no2)cc1 | 0% | 4% | 2 | 0.4 | i | 4% | i | 20 |

(list continues)
SMILES | MmCpn inh | EPAC2 antagonist | DRD3 antagonist | CCT modulator | PTHR1 ag | EPAC2 ag | Akt phos inh | DRD3 agonist
CC1=CC(=NNS(=O)(=O)c2ccc([N+](=O)[O-])cc2)CC(C)(C)C1 | . | -18% | -10 | -1.6 | i | -5% | i | 4
COC(=O)c1sccc1NC(=S)N(C)C1CCCCC1 | 3% | -15% | 20 | 0.0 | -6% | 15% | i | 2
Cc1ccc([N+](=O)[O-])c(C)[n+]1C | 0% | 3% | -1 | 0.8 | i | 12% | i | -2
CCn1c(=O)n(CC)c2cc(S(=O)(=O)N3CCC(c4ccccc4)CC3)ccc21 | 0% | -4% | 9 | 0.9 | i | 16% | . | 14
Cc1ccc(-c2noc(CCC(=O)NCCN3CCN(Cc4ccccc4)CC3)n2)cc1 | -1% | 0% | -26 | 0.3 | -12% | -6% | i | -8
CC(C)(C)NC(=O)C(Cc1ccccc1)NS(=O)(=O)c1ccc2c(c1)CCC(=O)N2 (stereo not drawn) | -2% | -1% | -7 | -1.0 | -8%[57.5 µM] | 6% | i | 2
Cc1ccc(C2=NN(C(=O)CN3C(=O)c4ccccc4S3(=O)=O)C(c3ccco3)C2)cc1 (stereo not drawn) | 1% | -6% | -5 | -5.1 | i | 4% | i | -1

Not all compounds are listed. The share of hits here may be higher or lower than overall.
